HTT aggregate = reduces HttQ103-GFP aggregates in PC12 cells | PC12 HttQ103-GFP aggregates, Acumen cytometry, 40 h | Potency, µM (doses to about 46.1 µM), without a hit: at the top dose activity change, negative = inhibition, usual class: inhibitors | 1.1% of 220,000 active | AID 1688; also: potency is read from the fitted curve at half-maximal effect; % is scaled to controls: 0 for no effect and ±100 for the full control effect; nearly all actives have a fitted effect of over 60% in size
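Aggregates are detected as GFP objects 1–25 µm with signal 6 STDEV over background in lysates of induced PC12 cells. These carry Huntingtin exon 1 with 103 glutamines fused to GFP under an ecdysone promoter; compounds titrated.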
SMN2 splice enh = enhancers of SMN2 splice variant expression | 2.8% of 210,000 active | HEK293 SMN2-luciferase splicing reporter, luminescence, 30-36 h | Potency, µM (doses to about 46.1 µM), for the others: at the highest dose activity change, positive = activation, hits mostly activators; also: potency is read from the fitted curve at half-maximal effect; % of control where 0% means no effect; nearly all actives have a fitted effect of over 55% in size
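HEK293 cells carry an SMN2 […]–luciferase reporter in which exon 7 inclusion puts luciferase in frame. Cells were plated 10-12 h before compound addition, then incubated 30-36 h at 37C. ONE-Glo luminescence was read; sodium butyrate at 4.5 mM final served as control.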
CBFb RUNX1 block = CBF-beta/RUNX1 interaction disruption; AID 1477; Potency, µM (doses to about 59.8 µM), inactives show top-dose activity, negative = inhibition, most hits filed as inhibitors; 230,000 tested, under 10 active; AlphaScreen CBFb-His/RUNX1-biotin binding, biochemical; also: % of control where 0% means no effect
Target sequence (Q01196 whole entry, looked up): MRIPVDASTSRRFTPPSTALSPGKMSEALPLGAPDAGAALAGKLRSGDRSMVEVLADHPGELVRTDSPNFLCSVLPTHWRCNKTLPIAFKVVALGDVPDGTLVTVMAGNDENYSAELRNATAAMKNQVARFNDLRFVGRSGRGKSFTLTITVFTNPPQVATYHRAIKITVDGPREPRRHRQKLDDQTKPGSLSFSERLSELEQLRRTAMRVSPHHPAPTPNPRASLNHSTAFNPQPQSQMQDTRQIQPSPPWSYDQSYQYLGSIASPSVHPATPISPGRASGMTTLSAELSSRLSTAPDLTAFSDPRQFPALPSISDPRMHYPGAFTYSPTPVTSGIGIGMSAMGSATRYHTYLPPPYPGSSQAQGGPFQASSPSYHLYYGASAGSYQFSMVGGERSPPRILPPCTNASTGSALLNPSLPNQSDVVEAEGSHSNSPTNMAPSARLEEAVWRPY
Target sequence (Q13951 whole entry, looked up): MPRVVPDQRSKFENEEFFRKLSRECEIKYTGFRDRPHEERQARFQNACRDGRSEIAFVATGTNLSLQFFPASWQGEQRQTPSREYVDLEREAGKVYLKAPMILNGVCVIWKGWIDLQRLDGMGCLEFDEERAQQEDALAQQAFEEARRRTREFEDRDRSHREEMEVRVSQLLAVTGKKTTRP
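CBFb-His/RUNX1-biotin, 30 nM each, preincubated 20 min RT; compound 15 min RT; Ni + streptavidin beads 50 ng each, 90 min RT; AlphaScreen read.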
KinaseGlo FLuc = blocks Kinase-Glo luciferase, a counter-screen artifact. 0.28% of 200,000 active. Potency, µM (doses to about 38.3 µM), for inactives: at the top dose activity change, negative = inhibition, actives largely listed as inhibitors. Kinase-Glo luciferase, ATP luminescence, 8 min. AID 1379; also: potency is read from the fitted curve at half-maximal effect; % is scaled to controls: 0 for no effect and ±100 for the full control effect; nearly all actives have a fitted effect of over 60% in size
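Compounds were added to a substrate mix at pH 7.2 (50 mM imidazole, 10 uM ATP, within the enzyme's linear range), followed by Kinase-Glo detection reagent; luminescence was measured after 8 minutes at ambient temperature.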
HTT cytoprotect = protects HTT-Q103 PC12 cells, measured by ATP; PC12 HTT-Q103 induced, cytoprotection, ATP luminescence, 40 h; Potency, µM (top dose mostly 56.4 µM), without a hit: cytoprotection (ATP increase), most hits filed as activators; 0.14% of 230,000 active; AID 1471;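 also: potency is read from the fitted curve at half-maximal effect; % of control where 0% means no effect; nearly all actives have a fitted effect of over 45% in size; toxic huntingtin expression switched on by the ecdysone agonist tebufenozide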
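Cells were plated at 1500 per well in phenol red-free DMEM with 5% equine and 5% calf serum. Tebufenozide (100 nM final) and compounds were added, then ATPlite reagent, and luminescence was read.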
IMPase Li cell = cell-permeable IMPase inhibitors with lithium potentiation; CHO-M1 cells, IP1 TR-FRET (IP-One), carbachol + lithium; Potency, µM (series often up to 59.4 µM), without a hit: at the highest dose activity, negative = IMPase inhibition, most hits filed as inhibitors; AID 1457; 0.35% of 210,000 active;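 also: IP1 builds up when IMPase is blocked and the TR-FRET signal falls; potency is read from the fitted curve at half-maximal effect; plate controls were basal vehicle for no effect and high inhibitor control for full effect; nearly all actives have a fitted effect of over 50% in size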
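CHO cells stably expressing M1 receptor (2000/well) were cultured 16–30 h, then exposed to compounds with a small lithium addition for 30 min at 37C. IP1 was measured by TR-FRET competition; AC50 from Hill fits.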
Lamin A splicing = LMNA splicing modulation; 0.01% of 200,000 active; HeLa LMNA splicing GFP/RFP minigene ratio, 48 h; AID 1487; Potency, µM (top dose mostly 46.1 µM), for inactives: top-dose ratio change, negative = inhibition, most hits filed as inhibitors; active = well fitted inhibition curve with a large enough effect in the signal ratio, with a control signal flat, not every such curve was filed as active; inconclusive = small, poorly fitted or top-dose-only effect, or effect the other way, or a change in a side signal; the % refers to the signal ratio; also: potency is read from the fitted curve at half-maximal effect; % is scaled to controls: 0 for no effect and ±100 for the full control effect
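S3 HeLa stable clones carrying a lamin A-EGFP splicing minigene plus DsRed2 were seeded at 600 cells/well in Opti-MEM with 2% FBS, pin-dosed and incubated 48 h at 37°C. Acumen cytometry (488 nm) gave the GFP/RFP total-intensity ratio.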
Numbers without * were called inactive; u = inconclusive; x = no result given; [ ] = another dose, or the depositor's remark. Unless noted, calls follow the shape of the dose curve; as a rule, active = well fitted curve in the direction sought with a large enough effect; inconclusive = small, poorly fitted or top-dose-only effect, or another doubt; inactive = no such curve, though single readings can be large; an effect the other way counts as inactive or inconclusive.

SMILES | HTT aggregate | SMN2 splice enh | CBFb RUNX1 block | KinaseGlo FLuc | HTT cytoprotect | IMPase Li cell | Lamin A splicing
CC(C)(C)C(=O)COC(=O)CCc1nc2ccccc2[nH]c1=O | 9%[9.22 µM] | 23% | 2% | 5% | 2%[10 µM] | -4% | x
COc1ccc(Oc2ncc3nc(-c4ccccc4)c(=O)n(Cc4cccs4)c3n2)cc1 | x | -26% | x | 2% | u | -4% | x
CC(=O)N1CCc2cc(C(=O)CN3CCN(c4ccccn4)CC3)ccc21 | 24%[9.22 µM] | x | 17% | x | 8%[10 µM] | x | x
O=C(COC(=O)c1cc(Cl)ccc1[N+](=O)[O-])NCc1ccc(Cl)cc1Cl | 12% | -4% | -1% | 2% | x | 6% | 6%
FC(F)(F)c1n[nH]c(=S)n1/N=C/c1ccco1 | -13% | 13% | 1% | 0% | -11%[10 µM] | -2% | -4%
CCO/C(C)=C1\N=C(c2ccc(Cl)cc2)OC1=O | 23% | u | -1% | 0% | 31% | 0%[38.3 µM] | 10%
Cc1ccc(NC(=O)Nc2ccccc2CC[N+](=O)[O-])cc1 | 9% | 7% | 9% | 2% | -21% | -4% | u
CC(NS(=O)(=O)/C=C/c1ccccc1)c1ccccc1 (centres undefined) | -10% | 2% | 15% | -2% | -4% | 9% | 4%[46 µM]
CCOc1ccc(NC(=O)CSc2nnc(CCNC(=O)c3ccc(OC)cc3)n2CC)cc1 | 5% | -1% | 2% | 0% | -54%[inhibitor] | 2%[38.3 µM] | 5%
CCc1ccc2[nH]c(=O)c(CN(Cc3ccccc3OC)Cc3nnnn3Cc3ccco3)cc2c1 | u | 12% | -26% | 0% | -3%[10 µM] | 37%[38.3 µM] | u
CC1Oc2ccccc2N(CC(=O)c2ccc(F)cc2)C1=O (centres undefined) | 3% | 6% | -3% | -1% | -21% | -7% | -2%[46 µM]
O=C(CS(=O)(=O)c1cn(Cc2cccc(F)c2)c2ccccc12)N1CCCCC1 | -4% | -20% | 13% | 2% | -14%[10 µM] | 3% | 3%
Cc1cc(N2CCN(C3CCCCC3)CC2)n2nc(C)nc2n1 | 9% | -24% | 1%[2.36 µM] | 0% | 1% | -8% | 0%
N/C(=N\N=C\c1ccc2c(c1)OCO2)c1nonc1N | 4% | 3.5µM* | -16% | u | x | -1% | u
O=C(O)CCc1nc(-c2ccccc2)no1 | -5% | -3% | 3% | 2% | 15% | 6%[38.3 µM] | 6%
COc1ccccc1/C=C/C=N/N1CCN(Cc2ccccc2)CC1 | -10% | -25% | u | 3% | 33%[10 µM] | 0% | u
CC(C)c1ccc(C(O)P(=O)(OC2CCCCC2)OC2CCCCC2)cc1 (centres undefined) | 18%[9.22 µM] | x | 10% | x | 9%[10 µM] | x | x
COc1ccc(S(=O)(=O)N(CCCN2CCOCC2)Cc2ccc(OC)c(OC)c2)cc1 | -6% | 1% | 9% | 9% | -15% | 4%[38.3 µM] | 17%
Cc1cccc(N2CCN(C(=O)CC(NC(=O)c3ccccc3Cl)c3ccccc3)CC2)c1C (centres undefined) | u | -66%[inhibitor] | -4% | -3% | 24%[10 µM] | 9% | u
CCc1nnc(NC(=O)Cc2sc(C)nc2-c2ccc(C)cc2)s1 | -7% | 1% | -23% | 0% | -21% | -7% | -14%[46 µM]
CSC1=C(C#N)C(c2ccccc2Cl)C(C(=O)c2cccs2)C(O)(C(F)(F)F)N1 (centres undefined) | -18% | -23% | -2% | 2% | 23%[10 µM] | 5% | u
C/C(N)=C(/C#N)C(=O)CSc1nc2ccccc2c(=O)n1Cc1ccc(F)cc1 | -1%[9.22 µM] | x | 1% | x | -3%[10 µM] | x | 17%[46 µM]
CNC(=S)Nc1cccc(C(C)=O)c1 | -4% | 24% | 0% | 1% | x | 3% | 7%[46 µM]
COc1ccc(C)cc1S(=O)(=O)Nc1ccc(F)c(Cl)c1 | -7% | -37%[inhibitor] | 9% | -6% | -2%[0.074 µM] | 2% | -7%
Cc1ccc(-n2nnnc2SCC(=O)c2ccc3c(c2)NC(=O)CO3)c(C)c1 | 1% | 6% | -2% | -8% | -1% | 30%[activator][38.3 µM] | 0%
COc1cccc(CN2CCNC(=O)C2CC(=O)N2CCCCO2)c1OC (centres undefined) | 12%[9.22 µM] | -23% | -1% | 1% | -2%[10 µM] | 6% | x
CCC(OC(=O)C(NC(=O)c1ccccc1)c1ccccc1)C(=O)Nc1cc(C)on1 (centres undefined) | -4% | 7% | 10% | 12% | -7%[10 µM] | 16%[38.3 µM] | -2%
Cc1csc(NC(=O)c2cc3c(C)nn(Cc4ccccc4Cl)c3s2)n1 | u | -47%[inhibitor] | 19% | 12% | -9%[10 µM] | 4% | u
Cc1nc(CC(=O)NNS(=O)(=O)c2ccc(F)c(Cl)c2)cs1 | 5% | -6% | 7% | 2% | 6%[10 µM] | 7% | -2%
COc1cccc(CN2CCN(C(=O)c3cc(-c4ccccn4)nc4ccc(Cl)cc34)CC2)c1 | 22% | -2% | -10% | -4% | 7%[10 µM] | 4% | 11%[46 µM]

Given tab-delimited: part of the list above
Compound	HTT aggregate	SMN2 splice enh	CBFb RUNX1 block	KinaseGlo FLuc	HTT cytoprotect	IMPase Li cell	Lamin A splicing
CCC(OC(=O)C(NC(=O)c1ccccc1)c1ccccc1)C(=O)Nc1cc(C)on1 (centres undefined)	-4%	7%	10%	12%	-7%[10 µM]	16%[38.3 µM]	-2%
Cc1csc(NC(=O)c2cc3c(C)nn(Cc4ccccc4Cl)c3s2)n1	u	-47%[inhibitor]	19%	12%	-9%[10 µM]	4%	u
Cc1nc(CC(=O)NNS(=O)(=O)c2ccc(F)c(Cl)c2)cs1	5%	-6%	7%	2%	6%[10 µM]	7%	-2%
COc1cccc(CN2CCN(C(=O)c3cc(-c4ccccn4)nc4ccc(Cl)cc34)CC2)c1	22%	-2%	-10%	-4%	7%[10 µM]	4%	11%[46 µM]

New compounds follow:
SMILES | HTT aggregate | SMN2 splice enh | CBFb RUNX1 block | KinaseGlo FLuc | HTT cytoprotect | IMPase Li cell | Lamin A splicing
CN(Cc1nc(-c2cnccn2)no1)CC1(c2ccccc2)CC1(C)C (centres undefined) | 8% | x | u | 3% | -13% | 6% | x
CC(NS(=O)(=O)c1ccc(Br)cc1)C(c1cccs1)N1CCN(C)CC1 (centres undefined) | -8% | -6% | 5% | 5% | -8% | 36%[activator][38.3 µM] | -15%
CCCCCc1cc(=O)oc2c(C(CCN3CCN(c4ccccc4)CC3)c3ccc4c(c3)OCO4)c(OC)cc(OC)c12 (centres undefined) | 24%[9.22 µM] | x | -15% | x | -10%[10 µM] | x | x
COC(=O)c1sc(-c2ccc(Cl)cc2)cc1NC(=O)CSCC(=O)O | -16%[9.22 µM] | x | 5% | x | -34%[10 µM] | x | x
CS(=O)(=O)N1CCCC(C(=O)Nc2ccc(F)cc2F)C1 (centres undefined) | -10% | -8% | 1% | 0% | -13% | 0% | x
O=C(Nc1cccc2ccccc12)N1CCN(c2ccc(F)cc2)CC1 | 2% | 25% | -1% | 23% | 2% | -6%[38.3 µM] | 12%
CCOCCn1c(CN2CCCC(C)C2)nc2c1c(=O)n(C)c(=O)n2C (centres undefined) | 10%[9.22 µM] | x | 6% | x | 1%[10 µM] | x | x
COc1ccc(-n2nc(C(=O)NCc3ccco3)c3c4ccccc4n(C)c3c2=O)cc1Cl | 16% | 16% | 6% | 2% | -1%[1.9 µM] | u | 8%
O=c1[nH]c2ccc(S(=O)(=O)N3CCN(c4ccccc4)CC3)cc2[nH]c1=O | -6% | -5% | -1% | -1% | 32% | -4%[38.3 µM] | 2%
Cc1nnc(N2C(=O)C(O)=C(C(=O)c3ccco3)C2c2cccc3ccccc23)s1 (centres undefined) | 0%[9.22 µM] | x | 0% | x | 17%[10 µM] | x | x
Cc1nn(C)c(C)c1/C=C(/C(=O)C(C)(C)C)n1cncn1 | 20%[9.22 µM] | x | 9% | x | 38%[10 µM] | x | x
O=C(CN1C(=O)c2ccccc2S1(=O)=O)NCc1ccco1 | -5%[9.22 µM] | x | 4% | -5% | 1%[10 µM] | -3% | -5%[46 µM]
COC(=O)CCS(=O)(=O)c1ccc(NC(C)=O)cc1 | -2% | -3% | -5% | -4% | -2% | -13%[38.3 µM] | 5%
Cn1c(NC(=O)c2ccccc2Br)cc(=O)n(C)c1=O | -3% | -21% | 5% | -4% | -18% | 5%[38.3 µM] | -16%
CC(C)C(C)NC(=O)COc1ncnc2ccccc12 (centres undefined) | 9% | -7% | 7% | -1% | 10% | 1%[38.3 µM] | 0%
Clc1ccccc1-c1nccc(NCc2ccccc2)n1 | x | x | x | x | -7% | 17% | u
O=C1[C@@H]2[C@H](C(=O)N1Cc1cccnc1)[C@H]1C=C[C@@H]2C1 | 8% | 24% | 0% | -3% | 1% | 31%[38.3 µM] | -6%
CC1CCC(C(=O)NC(C(=O)NCCCN2CCOCC2)C(C)C)CC1 (centres undefined) | -5% | -9% | -3% | 0% | -16% | -1%[38.3 µM] | 4%
CCC(Oc1ccccc1)C(=O)Nc1nc2c(s1)C(=O)CC(C)(C)C2 (centres undefined) | -16% | -3% | 3% | -7% | 2% | -8%[38.3 µM] | 10%
CN1CCC(N(C)C(=O)c2ccccc2Nc2ccc(SC(F)F)cc2)CC1 | 8% | 4% | 1% | -3% | 27%[4.97 µM] | -4%[38.3 µM] | 3%
CCN(CC(=O)Nc1ccc2c(c1)OCCO2)CC(=O)Nc1cc(C)on1 | -2% | -6% | 0% | 2% | -21% | -8%[38.3 µM] | 0%
CCCn1ccc(O)c(Cc2ccc(Cl)cc2)c1=O | 7% | -12% | 8% | 0% | -14% | -1% | x
C=CCn1c(N2CCN(c3ccc(OC)cc3)CC2)nc2c1c(=O)[nH]c(=O)n2C | -5%[9.22 µM] | x | -1% | -2% | 27%[10 µM] | 1% | 8%[46 µM]
CCOC(=O)c1c(C)oc2cc(Br)c(O)c(Br)c12 | -7% | 13% | 2% | 2% | -8% | 18%[38.3 µM] | -3%
Cc1cc(C(=O)N2CCCC(C(=O)c3cccc(C(F)(F)F)c3)C2)nc(C)n1 (centres undefined) | -6%[9.22 µM] | -20% | 1% | -2% | -4%[10 µM] | 6% | -15%[46 µM]
CCOc1cc(/C=N/Nc2nc(-c3cccs3)c(NC(C)=O)s2)ccc1O | 0%[9.22 µM] | x | -4% | x | -2%[10 µM] | x | x

Screens as filed in PubChem.
